CRFBP-R2 block: antagonists of CRF-BP/CRF-R2 complex, primary screen, cell-based, HEK293, calcium dye fluorescence, uHTS. AID 588475, 2011. CRF-induced calcium fluorescence. inhibition, % at 11.8 µM. actives 0.59% (n = 350,000);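 active = inhibition of the ligand-induced calcium signal above about 50% at the single tested concentration, limit read from the data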
M5 PAM: human M5 muscarinic receptor positive allosteric modulators, primary screen, CHO-K1 cells, Fluo-8 calcium fluorescence; Muscarinic acetylcholine receptor M5 (Homo sapiens), P08912; CHO-K1 hM5, ACh EC20 PAM; 0% = ACh EC20, 100% = ACh EC100; activation, % at 3 µM; actives 0.3% (n = 360,000);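 active = activation above the run cutoff, the mean activation of all test compounds plus 3 SD, cut at about 18% in these data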
Target sequence (P08912 whole entry, looked up): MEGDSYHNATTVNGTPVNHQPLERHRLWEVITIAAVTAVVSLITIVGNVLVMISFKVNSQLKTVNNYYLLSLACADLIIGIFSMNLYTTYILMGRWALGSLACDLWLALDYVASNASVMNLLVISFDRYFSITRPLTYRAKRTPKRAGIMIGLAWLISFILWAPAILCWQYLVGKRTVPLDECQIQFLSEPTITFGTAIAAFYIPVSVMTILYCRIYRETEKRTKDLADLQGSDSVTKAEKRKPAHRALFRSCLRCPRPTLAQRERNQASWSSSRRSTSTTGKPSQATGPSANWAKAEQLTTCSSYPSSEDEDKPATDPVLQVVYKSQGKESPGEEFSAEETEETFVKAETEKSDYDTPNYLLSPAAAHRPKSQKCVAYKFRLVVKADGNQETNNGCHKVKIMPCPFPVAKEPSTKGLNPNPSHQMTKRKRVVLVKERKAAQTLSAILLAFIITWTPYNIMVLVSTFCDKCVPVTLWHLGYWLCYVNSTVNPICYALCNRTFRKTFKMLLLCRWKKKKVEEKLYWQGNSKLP
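system = human M5 receptor in CHO-K1 cells | compound = one concentration, 3 µM final (nominal) | schedule = Post-acetylcholine fluorescence recording 140 s | signal = Fluo-8 calcium dye fluorescence, kinetic read | benchmarks = low control EC20 acetylcholine (0%), high control EC100 acetylcholine (100%) | repeats = singlicate, one well per test compound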
M5 antag: human M5 muscarinic receptor antagonists, primary screen, CHO cells, Fluo-8 calcium fluorescence; Muscarinic acetylcholine receptor M5 (Homo sapiens), P08912; CHO-hM5 cells, ACh EC80; inhibition, % at 3 µM; actives 0.59% (n = 360,000); AID 624040, 2012;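 active = inhibition above a per-plate cutoff, the mean of that plate's test compounds plus 3 SD, cut at about 27% in these data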;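 also: 0% = acetylcholine EC80 with DMSO and 100% = DMSO without agonist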
CHRM4 PAM: human M4 muscarinic receptor positive allosteric modulators, primary screen, CHO-K1 cells, Fluo-8 calcium fluorescence; Muscarinic acetylcholine receptor M4 (Homo sapiens), P08173; CHO-K1 hM4/Gqi5, ACh EC20; 0% = ACh EC20, 100% = maximal ACh; activation, % at 3 µM; actives 0.4% (n = 360,000); AID 624126, 2012;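 active = activation above its plate's cutoff, the mean activation of sample wells plus 3 SD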; also: some results filed as inactive read as strong as hits
TAAR1 agonist: human TAAR1 agonists, primary screen, Fluo-8 calcium fluorescence, CHO RD-HGA16 cells; Trace amine-associated receptor 1 (Homo sapiens), Q96RJ0; vehicle wells 0%, saturating PEA agonist 100%; activation, % at 3 µM; actives 0.99% (n = 360,000); AID 624467, 2012;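 active = activation above the mean activation of all test compounds in the run plus 3 SD, cut at about 38% in these data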
Target sequence (Q96RJ0 whole entry, looked up): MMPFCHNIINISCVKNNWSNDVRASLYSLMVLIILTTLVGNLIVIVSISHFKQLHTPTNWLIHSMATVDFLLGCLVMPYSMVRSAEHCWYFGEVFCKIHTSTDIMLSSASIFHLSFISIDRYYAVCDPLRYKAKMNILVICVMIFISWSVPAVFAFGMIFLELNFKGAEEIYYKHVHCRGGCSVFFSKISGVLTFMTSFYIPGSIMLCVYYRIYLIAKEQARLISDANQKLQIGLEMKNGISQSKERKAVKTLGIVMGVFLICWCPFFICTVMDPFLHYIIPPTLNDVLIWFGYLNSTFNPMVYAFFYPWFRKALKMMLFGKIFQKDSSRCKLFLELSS
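Assay system – CHO-derived RD-HGA16 cells with stable Gα16 and human TAAR1 · Compound dosing – one-point dosing at 3 µM (nominal) · Incubation – 17-24 h seeding, 75 min 37 °C dye, 30 min RT · Measured by – kinetic Fluo-8 calcium fluorescence · Control set – DMSO vehicle as 0%, PEA at EC100 as 100% · Repeats – single well for each compound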
TAAR1 antagonist: human TAAR1 antagonists, primary screen, Fluo-8 calcium fluorescence, CHO RD-HGA16 cells; Trace amine-associated receptor 1 (Homo sapiens), Q96RJ0; antagonist; inhibition, % at 3 µM; actives 1.5% (n = 360,000); AID 624466, 2012;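 active = inhibition above a per-plate cutoff, the mean inhibition of test compounds on that plate plus 3 SD, cut at about 49% in these data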;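 also: 0% = DMSO plus EC80 beta-PEA response and 100% = DMSO alone without agonist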
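test system = CHO RD-HGA16 cells bearing hTAAR1 | replication = singlicate | controls = DMSO-only wells and EC80 β-PEA-stimulated wells | reagent = EC80 β-phenethylamine stimulus | read-out basis = percent inhibition of PEA-evoked calcium signal, max/basal emission ratio | schedule = seeding 17-24 h prior, 75-min 37 °C, 30-min RT dye loading | signal = kinetic Fluo-8 calcium fluorescence measurement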
CHRM5 agonist: human M5 muscarinic receptor agonists, primary screen, CHO-K1 cells, Fluo-8 calcium fluorescence; actives 0.19% (n = 360,000); CHO-K1 hM5 cells; 0% DMSO wells, 100% maximal acetylcholine response; activation, % at 3 µM; Muscarinic acetylcholine receptor M5 (Homo sapiens), P08912; AID 624037, 2012;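 active = activation above the run's mean over test compounds plus 3 SD, cut at about 23% in these data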;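 also: signal is peak over basal fluorescence ratio across the kinetic read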
CRFBP-R2 agonist: agonists of CRF-BP/CRF-R2 complex, primary screen, cell-based, HEK293, calcium dye fluorescence, uHTS. CRF-binding protein / CRF receptor 2 complex (human). calcium dye fluorescence (FLIPR); percent of saturating CRF peptide response. activation, % at 13.2 µM. actives 0.46% (n = 350,000);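 active = activation of at least 50%, plus an integration ratio under a set limit after plate pattern correction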;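 also: plate controls were neutral control wells without compound for no effect and CRF at EC100 for full effect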
M1 PAM parental: nonselective calcium activators in parental CHO-K1 cells, primary screen, counter-screen for M1 PAM project, cell-based, Fluo-8 calcium fluorescence, full deck, 1536-well; ATP EC20; 0% at ATP EC20, 100% at ATP max; activation, % at 3 µM; actives 0.02% (n = 360,000); AID 602247, 2012;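 active = activation above the run cutoff, the mean activation of all test compounds plus 3 SD, cut at about 40% in these data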;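 also: peak over basal fluorescence ratio in a 140 s read after ATP addition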
An asterisk follows results filed as active; x = not tested or not shown.

SMILES	CRFBP-R2 block	M5 PAM	M5 antag	CHRM4 PAM	TAAR1 agonist	TAAR1 antagonist	CHRM5 agonist	CRFBP-R2 agonist	M1 PAM parental
O=C(NCCCO)c1cc([N+](=O)[O-])cc2c1C=Cc1ccccc1O2	-8	8	-3	6	6	7	-6	-0.6	25
O=C(O)CC1(CC(=O)Nc2ccc3sccc3c2)CCCCC1	-4	2	10	1	5	-19	0	-1.0	2
O=C(O)c1cccc2c1C(=O)c1ccccc1C2=O	-4	1	9	8	1	0	-1	-0.8	-3
O=C(C1CCCO1)N1CCN(C(=S)Nc2ccc(Cl)c(Cl)c2)CC1 (stereo not drawn)	10	-3	-6	10	2	9	-1	-0.9	15
O=C(C1CC1)N1CCC(Oc2cccc(C(=O)N3CCCCC3CCO)c2)CC1 (stereo not drawn)	-2	0	8	0	5	-26	-4	-1.0	-10
Cc1ccc(C)c(Oc2cc(NN3CCCCC3)c([N+](=O)[O-])cc2[N+](=O)[O-])c1	-3	8	7	-3	4	8	2	-0.6	12
O=C(O)c1ccccc1SCC(=O)N1CCc2ccccc21	-7	-2	18	2	7	-27	4	1.5	11
CN(C)C(CNC(=O)c1cccc(NS(=O)(=O)c2ccc(Br)cc2)c1)c1ccco1 (stereo not drawn)	-6	-24	8	-7	6	-13	-8	0.3	1
CCOC(=O)c1c(C)[nH]c(O)c1C=Nc1ccc(Cl)cc1	-33	-4	2	-3	8	1	-1	18	4
CCOc1ccc(N2C(=O)C3C4C=CC(CC4)C3C2=O)c([N+](=O)[O-])c1 (stereo not drawn)	-11	-1	1	-1	15	-10	-5	1.2	-8
O=C(c1ccc(Cl)cc1)c1oc2ccccc2c1CS(=O)c1ccccc1 (stereo not drawn)	13	-4	2	-5	10	39	-1	0.0	10
C/C(=N\NC(=O)c1cc(C)nc2ccccc12)c1ccco1	-3	1	7	2	0	-7	-3	-0.1	5
CC(=O)N1N=C(N)SC12CCCC2	-6	4	-3	0	2	-3	-2	-1.9	1
CC(C)N(C(=O)COC(=O)c1ccc(Cl)c(S(N)(=O)=O)c1)C(C)C	-9	2	0	0	1	-17	-1	1.9	7
O=C(N/N=C/c1ccc(N2CCCC2)c([N+](=O)[O-])c1)c1cccnc1	1	0	-15	-2	2	-19	0	-2.7	18
Cc1c(C(=O)Oc2ccc(-c3cnc4ccccc4n3)cc2)cccc1[N+](=O)[O-]	-22	-3	-6	6	2	-12	-7	1.2	9
CCc1ccccc1NC(=O)COc1ccc(N2CC(C(N)=O)CC2=O)cc1 (stereo not drawn)	2	-3	6	-5	1	2	-1	0.3	-4
CCOC(=O)[C@]12CCCC=C1N(CCc1ccc(OC)c(OC)c1)C(=O)[C@H](CC(=O)N1CCCC1)C2	x	8	-5	7	0	-2	3	x	x
O=C(Nc1ccc(Cl)cc1)N1CCC(c2nc(-c3ccc(F)cc3)no2)CC1	16	-24	47*	-17	18	30	3	1.1	-12
CS(=O)(=O)N(Cc1ccccc1Cl)c1ccc(C(=O)NCc2cccnc2)cc1	-2	1	-3	3	2	13	1	-0.3	14
CC1c2[nH]c3ccccc3c2C[C@H]2C(=O)N(CCO)CC(=O)N12 (stereo partly drawn)	18	-2	6	-10	4	0	-1	-2.2	-1
CN(Cc1ccccc1)c1ncnc(N)c1[N+](=O)[O-]	3	-2	9	3	1	-1	-2	2.7	-2
Cc1ccc(OC(=O)c2cc(=O)c3ccccc3o2)cc1	6	-4	5	17	3	18	1	-1.3	-4
CCOC(=O)C1(Cc2cccc(F)c2)CCN(Cc2nc(CC)[nH]c2C)CC1	-10	4	-4	-9	3	20	-7	15	10
COc1ccc(/C=C2/SC(=S)N(CCC(=O)Nc3cccnc3)C2=O)cc1OC	-12	0	-3	6	3	-5	3	3.2	23
Cc1ccc(-n2ncc3c2CC(C)(C)CC3NC(=O)CCn2cncn2)cc1 (stereo not drawn)	2	1	-19	4	-1	-19	0	-0.1	-19
Cc1ccc(-c2ccc(CN3C(C)C(=O)N(Cc4cn(CCC5OCCCO5)nn4)CCS3(=O)=O)cc2)cc1 (stereo not drawn)	6	-5	11	3	10	20	2	0.4	4
COc1ccc(-c2nc3c4ccccc4ccn3c2C=O)cc1	4	-9	12	5	1	0	-1	0.8	9
Cc1ccc(NC(=O)Nc2cccc(C(F)(F)F)c2)nc1	-14	3	-3	13	-2	12	4	-0.3	0
O=C(Nc1cc(C(F)(F)F)ccc1-n1cncn1)c1ccc(-c2ccccc2)cc1	-23	-1	0	3	2	-26	-7	-0.6	2
CN(C(=O)COC(=O)CN1C(=O)c2cccc([N+](=O)[O-])c2C1=O)c1ccccc1	10	6	-7	16	6	-5	1	-2.6	12
c1ccc(C2=NCCCN2)cc1	-5	1	-3	10	6	-1	-1	0.5	1
Cc1ccccc1NC(=O)Cc1nc(COC(=O)CCc2ccccc2)cs1	40	7	-7	4	-2	-8	3	-1.7	-16
O=C(Oc1cccc2cccnc12)c1ccc(Br)o1	-15	1	2	8	8	9	-2	3.3	26
Cc1ccc(C(=O)N2CCCC(CCC(=O)N3CCN(c4ccccn4)CC3)C2)cc1 (stereo not drawn)	19	9	-11	-11	-1	0	-3	-2.0	17
C1CN(CC2COC(CN3CCOCC3)CO2)CCO1 (stereo not drawn)	8	-1	17	0	1	8	4	-2.0	6
O=C(NCc1n[nH]c(=S)n1-c1cccc(Cl)c1)c1cccs1	-4	-10	6	-7	5	-15	-3	1.6	-15
Clc1cccc(Cl)c1CNC1CCCC1	22	-5	9	2	27	-5	-1	-1.1	6
O=c1c2c(ncn2C2CCCC2)n(Cc2ccccc2)c(=O)n1CCOc1ccc(Br)cc1	-11	0	-6	-5	0	-11	1	10	16
CC(=O)N1CCOc2ccc(S(=O)(=O)NC(C)c3ccccc3)cc21 (stereo not drawn)	2	-6	2	2	2	-10	-3	-0.2	17
COc1ccc(C)cc1S(=O)(=O)Nc1cccc(Cl)c1	-6	-4	5	20	11	16	-11	-2.3	18
COC(=O)c1cccc(NC(=O)c2ccco2)c1	-18	0	-6	18	0	-15	3	2.7	13
COc1cccc(CN(C)C(=O)c2cc(S(=O)(=O)NC3CCCCC3)ccc2C)c1OC	-6	-4	-10	10	12	3	4	0.5	-17
Cc1ccnc(NC(=O)CCC(=O)N(CC(=O)NC(C)(C)C)C2CCCC2)c1	-12	-2	-4	5	8	-4	-1	1.8	16
COc1ccc(/C=N/Nc2nc(-c3cccnc3)nc3ccccc23)cc1OC	-9	-13	15	-27	19	72*	-2	-2.8	1
CCCOc1ccc(NC(=O)c2cc3cc(C)ccc3[nH]2)cc1	7	16	-8	-5	5	-29	3	-0.8	18
CCOc1ccc(N(C(=O)CNC(=O)c2ccco2)C(C(=O)NC2CCCC2)c2ccco2)cc1 (stereo not drawn)	-30	0	4	4	6	-21	-4	-0.9	12
O=C(O)C12CC3CC(C1)CC(n1ncc(N4CCN(c5ccccc5)CC4)c(Cl)c1=O)(C3)C2	9	-2	3	-4	3	-16	0	0.3	-9
COC(=O)c1ccccc1Oc1ccc(NC(=O)c2ccco2)cc1	9	-3	5	-7	0	12	-5	-1.2	0
CC12CCC(C(=O)N(c3nccs3)C1=O)C2(C)C (stereo not drawn)	5	4	8	1	2	-21	-3	5.4	7
CS(=O)(=O)N1CCC(C(=O)Nc2cccc(F)c2)CC1	10	-1	3	0	5	-1	1	-1.0	15
CC1CCC(=NNC(=O)Cc2ccccc2)CC1 (stereo not drawn)	14	-6	5	-4	0	-21	0	0.4	14
O=c1c2ccccc2nnn1CSc1nc2ccccc2c(=O)n1Cc1ccco1	-8	-3	4	-3	4	5	-2	1.5	7
Cc1ccc(/C=C2/SC(=S)N(CC(=O)Nc3ncc(Cc4ccc(C)cc4)s3)C2=O)cc1	-4	2	5	12	5	-1	-2	0.8	6
CC(=O)OC(C)(CCC(C)(OC(C)=O)C(C)=O)C(C)=O (stereo not drawn)	31	1	3	7	4	-9	-2	-1.1	19
CCC(COC)NC(=O)CCc1nnc(Cc2c[nH]c3ccccc23)o1 (stereo not drawn)	-1	3	-6	-2	2	-21	1	0.1	-2
COc1ccc(CCNC(=O)C(=O)NCC2CCCN2S(=O)(=O)c2cccs2)cc1 (stereo not drawn)	4	-18	14	-10	18	46	2	-1.1	8
Cn1ncc2c(Nc3ccc(Cl)cc3)ncnc21	-5	-7	9	1	27	9	-3	-0.4	4
CC1(C)Oc2cc3oc(-c4cc(O)cc(O)c4)cc3cc2CC1O (stereo not drawn)	-13	-4	3	0	2	34	4	-0.3	19
COc1ccc(S(=O)(=O)N2CCCC2)cc1C(=O)O	-4	8	2	-2	3	-8	2	0.3	-5

Profiles from above. Order of values: CRFBP-R2 block, M5 PAM, M5 antag, CHRM4 PAM, TAAR1 agonist, TAAR1 antagonist, CHRM5 agonist, CRFBP-R2 agonist, M1 PAM parental
CC(=O)OC(C)(CCC(C)(OC(C)=O)C(C)=O)C(C)=O (stereo not drawn) is listed as 31, 1, 3, 7, 4, -9, -2, -1.1, 19
COc1ccc(S(=O)(=O)N2CCCC2)cc1C(=O)O is listed as -4, 8, 2, -2, 3, -8, 2, 0.3, -5

(further entries)
SMILES	CRFBP-R2 block	M5 PAM	M5 antag	CHRM4 PAM	TAAR1 agonist	TAAR1 antagonist	CHRM5 agonist	CRFBP-R2 agonist	M1 PAM parental
CCOc1c(CNCCN2CCOCC2)cccc1OC	-4	1	2	13	7	17	0	-2.5	10
C[C@]12c3[nH]c4cc(-c5ccco5)ccc4c3CCN1C(=O)[C@@H](CC(=O)NCCCn1ccnc1)C[C@@H]2C(=O)N1CCCCC1	5	-2	3	12	3	-26	-2	0.6	-4
O=C(NC1CCS(=O)(=O)C1)C1CCCC1 (stereo not drawn)	-6	-3	9	3	4	-48	-1	-0.1	-32
CC(=O)Nc1nnc(C2=COCCO2)o1	4	-1	3	-10	4	-11	-3	1.7	-8
O=C(Nc1cccnc1)c1cc(-c2ccccc2O)on1	-9	3	-3	4	7	-14	2	1.2	15
CC1(C)Cc2c(cnn2-c2ccccc2)C(=O)/C1=N\NC(=O)c1ccccc1N	-2	15	-14	11	3	9	0	0.9	22

Screening results from PubChem.
